# CBFb-RUNX1 inh = blocks binding between human CBF-beta and RUNX1; Q01196+Q13951; AlphaScreen CBFb-His/RUNX1-biotin binding, biochemical; Potency, µM (top dose mostly 59.8 µM), for inactives: top-dose activity, negative = inhibition, usual class: inhibitors; 230,000 tested, under 10 active; also: % of control where 0% means no effect
# Target sequence (Q01196 whole entry, looked up): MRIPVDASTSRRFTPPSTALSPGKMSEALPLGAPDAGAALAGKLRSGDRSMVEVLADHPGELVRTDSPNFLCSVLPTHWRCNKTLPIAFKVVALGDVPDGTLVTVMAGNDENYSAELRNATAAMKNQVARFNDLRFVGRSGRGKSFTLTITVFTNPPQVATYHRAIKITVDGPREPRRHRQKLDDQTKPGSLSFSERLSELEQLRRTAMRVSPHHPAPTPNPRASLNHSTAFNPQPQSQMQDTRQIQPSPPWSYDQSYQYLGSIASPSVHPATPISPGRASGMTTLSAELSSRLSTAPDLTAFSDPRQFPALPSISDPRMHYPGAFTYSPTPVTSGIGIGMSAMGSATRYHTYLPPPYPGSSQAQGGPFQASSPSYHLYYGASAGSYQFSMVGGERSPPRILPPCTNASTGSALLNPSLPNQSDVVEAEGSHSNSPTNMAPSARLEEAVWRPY
# Target sequence (Q13951 whole entry, looked up): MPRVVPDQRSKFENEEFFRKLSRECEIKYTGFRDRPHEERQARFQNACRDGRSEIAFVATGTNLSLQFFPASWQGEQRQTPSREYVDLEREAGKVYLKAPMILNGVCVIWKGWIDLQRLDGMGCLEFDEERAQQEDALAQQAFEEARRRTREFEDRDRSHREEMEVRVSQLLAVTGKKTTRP
#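 CBFb-His/RUNX1-biotin, 30 nM each, preincubated 20 min RT; compound 15 min RT; Ni + streptavidin beads 50 ng each, 90 min RT; AlphaScreen read.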
# Epigenetic derep = derepresses silenced GFP reporter in murine cells | AID 1865 | Potency, µM (doses to about 53.9 µM), without a hit: at the top dose GFP activation, most hits filed as activators | murine LDR cells, GFP reporter derepression, 30 h | actives 0.2% (n = 280,000); also: potency is read from the fitted curve at half-maximal effect; % of control where 0% means no effect; nearly all actives have a fitted effect of over 60% in size
#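 Derepression of a silenced CMV-GFP reporter in murine LDR cells is scored by enumerating GFP-positive cells with a laser-scanning microplate cytometer after 30 hours of treatment at 37 C.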
# Numbers without * were called inactive; ? = inconclusive; & = joins results of further samples; [ ] = remark or other dose. Calls follow the shape of the dose curve; as a rule, active = well fitted curve in the direction sought with a large enough effect; inconclusive = small, poorly fitted or top-dose-only effect, or another doubt; inactive = no such curve, though single readings can be large; an effect the other way counts as inactive or inconclusive.
CBFb-RUNX1 inh	Epigenetic derep	Molecule
5.1%[13.1 µM]	0.0%[10.1 µM]	COC(=O)NC(/C(C(=O)OC)=C(\C)NCc1ccccc1)c1ccc(Cl)cc1 (centres undefined)
-2.8%[13.1 µM]	1.1%[10.1 µM]	CC/C=C\CC[C@H](O)C1=CCCCC1=O
11.8%[13.1 µM]	0.0%[10.1 µM]	CO[C@@H]1COC(=O)C/C=C\[C@@H](C)[C@@H]2C=C[C@H](O)[C@@H](COC(=O)CCC[C@H]1C)O2
-4.0%[13.1 µM]	1.1%[10.1 µM]	CC(C)(C)N1C(=O)[C@H]2[C@H]3[C@H](O)[C@H](O)C/C(=N/OCc4ccccc4)[C@@H]3CC[C@@H]2C1=O
-1.2%&-4.7%[13.1 µM]	0.0%&0.0%[10.1 µM]	COC(=O)C/C=C\[C@@H](C)[C@@H](/C=N\O[C@@H](C)c1cn([C@H](CO)Cc2ccccc2)nn1)OC
-2.5%[13.1 µM]	0.8%[10.1 µM]	O=Cc1ccc(OC2C=CC(c3ccccc3)OC2CO)cc1 (centres undefined)
6.6%[13.1 µM]	1.1%[10.1 µM]	C/C(CCN1CCCCc2nc(C)c(C)cc21)=N\OC[C@@H](O)[C@@H]1O[C@@H]2OC(C)(C)O[C@@H]2[C@H]1O
9.3%&-7.5%[13.1 µM]	2.3%&1.1%[10.1 µM]	Cc1ccc(S(=O)(=O)N[C@H]2COC(=O)C/C=C\[C@@H](C)COC(=O)C/C=C\[C@@H]2C)cc1
9.2%[13.1 µM]	1.1%[10.1 µM]	C/C(CCC(=O)OC[C@@H]1O[C@H](C#Cc2ccccc2)C=C[C@@H]1Oc1ccc(C)cc1)=N/O[C@@H](C)CN1CCCc2nc(C)c(C)cc21
19.1%[13.1 µM]	1.1%[10.1 µM]	O=C1[C@H]2CCn3c(=O)n(-c4ccccc4)c(=O)n3[C@H]2[C@H](O)[C@H]2O[C@@H]12
17.1%[13.1 µM]	1.1%[10.1 µM]	O=C(N/N=C1/C[C@@H](O)[C@@H](O)[C@@H]2[C@@H]3C(=O)N(C4CCCCC4)C(=O)[C@H]3CC[C@H]12)OCc1ccccc1
15.0%[13.1 µM]	2.0%[10.1 µM]	COc1ccc(COC(=O)N/N=C2/C[C@@H](O)[C@@H](O)[C@@H]3[C@@H]4C(=O)N(C(C)(C)C)C(=O)[C@H]4CC[C@@H]23)cc1
-15.5%[13.1 µM]	0.0%[10.1 µM]	O=C(NCCC[N+]1=CC=N[C@H]1c1ccccc1)N1CCCc2nc(-c3ccc(Br)cc3)ccc21
2.8%[13.1 µM]	1.1%[10.1 µM]	CO[C@H]1COC(=O)[C@H](C)COC(=O)[C@@H](OCc2ccccc2)/C=C\[C@@H]1C
13.8%[13.1 µM]	1.1%[10.1 µM]	C/C=C/OC(=O)NC(c1ccccc1)[C@@]1(C(=O)OCC)CCCC1=O (some centres undefined)
4.2%&11.5%[13.1 µM]	1.1%&2.3%[10.1 µM]	COc1ccc(OC2C(O)COC2/C=C/C#Cc2ccc(F)cc2F)cc1 (centres undefined)
15.1%[13.1 µM]	1.1%[10.1 µM]	COCOc1ccc(Br)cc1C(=O)[C@H]1O[C@H]1c1cccc(OC)c1
6.6%[13.1 µM]	0.0%[10.1 µM]	C[C@@H]1C=CCC(=O)OC[C@H](C)C(=O)OC[C@H]2O[C@H]1C=C[C@@H]2O
-9.8%[13.1 µM]	0.0%[10.1 µM]	CC(C)CO/N=C1/C[C@@H](O)[C@@H](O)[C@@H]2[C@@H]3C(=O)N(C(C)(C)C)C(=O)[C@H]3CC[C@H]12
-8.5%[13.1 µM]	0.0%[10.1 µM]	COC(=O)C/C=C1\c2ccccc2C(OC)C1C (centres undefined)
3.7%&1.4%[13.1 µM]	0.8%&7.7%[10.1 µM]	CO[C@H]1COC(=O)C/C=C\[C@H](C)[C@H](OC)COC(=O)[C@@H](C)COC(=O)C/C=C\[C@@H]1C
12.6%[13.1 µM]	0.0%[10.1 µM]	C/C(CCN1CCCCc2nc(C)c(C)cc21)=N\O[C@@H](C)CN1CCCc2nc(C)c(C)cc21
-1.3%[13.1 µM]	0.0%[10.1 µM]	C=CC[C@@H]1C=C[C@@H](O/N=C2/C[C@@H](O)[C@@H](O)[C@@H]3[C@@H]4C(=O)N(CC)C(=O)[C@H]4CC[C@@H]23)[C@@H](CO)O1
7.6%&12.3%&9.2%[13.1 µM]	0.0%&0.0%&1.1%[10.1 µM]	Cc1ccc(S(=O)(=O)OCC2CN3C(CCC(C)C3c3ccc(Br)cc3)C(=O)O2)cc1 (centres undefined)
4.9%[13.1 µM]	2.3%[10.1 µM]	CC(=O)OCC1OC(c2ccc3c(c2)OCO3)C=CC1OC(C)=O (centres undefined)
13.3%[13.1 µM]	3.4%[10.1 µM]	CC(=O)OC[C@@H]1O[C@@H](O/N=C2/C[C@@H](O)[C@@H](O)[C@@H]3[C@@H]4C(=O)N(Cc5ccc6c(c5)OCO6)C(=O)[C@H]4CC[C@@H]23)[C@H](OC(C)=O)[C@H](OC(C)=O)[C@@H]1OC(C)=O
6.9%[13.1 µM]	0.0%[10.1 µM]	C/C(CCN1CCc2nc(-c3ccccc3)c(-c3ccccc3)cc2C1)=N\OC[C@@H](O)[C@@H]1O[C@@H]2OC(C)(C)O[C@@H]2[C@H]1O
4.5%[13.1 µM]	0.0%[10.1 µM]	CC(C)CO/N=C1/C[C@@H](O)[C@@H](O)[C@@H]2[C@@H]3C(=O)N(C[C@@H]4CCCO4)C(=O)[C@H]3CC[C@@H]12
4.3%[13.1 µM]	3.4%[10.1 µM]	C/C(CCC(=O)OC[C@@H]1O[C@H](C#Cc2ccccc2)C=C[C@@H]1Oc1ccc(C)cc1)=N/O[C@@H](C)c1cc(-c2c(C)cc(C)cc2C)no1
15.6%&12.6%[13.1 µM]	0.0%&0.0%[10.1 µM]	COc1ccc(/C=C/NC(=O)Cc2ccc(OC)c(OC)c2)cc1
7.8%[13.1 µM]	0.8%[10.1 µM]	CO[C@H]1COC(=O)[C@H](C)COC(=O)[C@@H](Cc2ccccc2)NC(=O)C/C=C\[C@H]1C
14.3%[13.1 µM]	2.3%[10.1 µM]	COC(=O)NC(/C(C(=O)OC)=C(\C)NCc1ccccc1)c1cccs1 (centres undefined)
6.4%&2.2%[13.1 µM]	0.0%&0.0%[10.1 µM]	COC(=O)C1=C(C)N(Cc2ccccc2)[C@]23O[C@](C(=O)OC)(C(=O)N2C1c1ccccc1)C1C(=O)N(c2ccccc2)C(=O)C13 (some centres undefined)
-9.2%[13.1 µM]	0.8%[10.1 µM]	Cc1ccccc1OC1C=CC(c2ccccc2)OC1CO (centres undefined)
-6.9%[13.1 µM]	0.0%[10.1 µM]	CC1CCC2C(=O)N3C(CCC(C)[C@@H]3c3cccc(N4CCOCC4)c3)C(=O)N2C1c1cccc(N2CCOCC2)c1 (some centres undefined)
10.6%[13.1 µM]	0.8%[10.1 µM]	C#CCCCO/N=C1/C[C@@H](O)[C@@H](O)[C@@H]2[C@@H]3C(=O)N(C4CCCCC4)C(=O)[C@H]3CC[C@H]12
2.9%[13.1 µM]	2.3%[10.1 µM]	CC(=O)c1ccc(OC2C=CC(C#Cc3ccc(Br)cc3)OC2CO)cc1 (centres undefined)
-8.4%&-2.8%[13.1 µM]	1.1%&0.0%[10.1 µM]	C[C@H](O/N=C1/[C@H]2O[C@@H]2[C@@H](O)[C@H]2[C@H]1CCn1c(=O)n(-c3ccccc3)c(=O)n12)c1cn([C@H](CO)Cc2ccccc2)nn1
-1.3%[13.1 µM]	0.0%[10.1 µM]	COC(=O)NC(c1cccc(C)c1)[C@]1(C(C)=O)CCOC1=O (some centres undefined)
-7.5%[13.1 µM]	0.0%[10.1 µM]	O=C1C=C[C@@H](O)[C@H]2[C@@H]3C(=O)N(Cc4ccccc4)C(=O)[C@@H]3CC[C@H]12
15.8%[13.1 µM]	8.0%[10.1 µM]	C[C@@H](c1ccccc1)N1C(=O)[C@H]2[C@@H]3[C@H](O)C=CC(=O)[C@H]3CC[C@H]2C1=O
8.1%[13.1 µM]	1.1%[10.1 µM]	Cn1c(=O)n2n(c1=O)[C@H]1[C@H](O)[C@H]3O[C@@H]3/C(=N/OC[C@@H](O)COCc3ccco3)[C@@H]1CC2
5.2%[13.1 µM]	0.0%[10.1 µM]	Cc1ccc(S(=O)(=O)N[C@H]2COC(=O)[C@H](C)COC(=O)[C@H](C)NC(=O)C/C=C\[C@H]2C)cc1
13.4%[13.1 µM]	0.0%[10.1 µM]	CCN1C(C)=C(C(=O)OC)C(c2ccccc2)N2C(=O)[C@@]3(C(=O)OC)O[C@@]12C1C(=O)N(c2ccccc2)C(=O)C13 (some centres undefined)
-1.6%[13.1 µM]	3.4%[10.1 µM]	CO[C@H]1COC(=O)[C@H]2CCCN2C(=O)[C@@H](C)COC(=O)C/C=C\[C@@H]1C
12.0%[13.1 µM]	0.0%[10.1 µM]	C#CCCCO/N=C1/C[C@@H](O)[C@@H](O)[C@@H]2[C@@H]3C(=O)N(C4CCCCC4)C(=O)[C@H]3CC[C@@H]12
3.7%[13.1 µM]	0.0%[10.1 µM]	CCN(CC)C[C@@H](O)CN1CCCCc2nc(C)c(C)cc21
15.8%[13.1 µM]	2.2%[10.1 µM]	CCOC(=O)CCN1C(=O)[C@H]2[C@H]3[C@H](O)[C@H](O)C/C(=N/NC(=O)OCC)[C@@H]3CC[C@@H]2C1=O
12.2%[13.1 µM]	1.1%[10.1 µM]	CSCC[C@@H]1NC(=O)C/C=C\[C@@H](C)COC(=O)[C@@H](CCSC)NC(=O)C/C=C\[C@@H](C)COC1=O
-17.1%[13.1 µM]	?	O=C1C2=CC[C@@H]3C(=O)N(c4ccc(F)cc4F)C(=O)[C@H]3[C@H]2[C@H](O)[C@H]2O[C@H]12
8.7%[13.1 µM]	1.1%[10.1 µM]	COC(=O)[C@@H]1O[C@@H](c2c(OC)c(OC)c(C)c(OC)c2OC)[C@H](C)[C@@H](O)[C@@H]1C
11.4%[13.1 µM]	1.1%[10.1 µM]	CC(C)=CCC/C(C)=C/CO/N=C1/C[C@@H](O)[C@@H](O)[C@@H]2[C@@H]3C(=O)N(C(C)(C)C)C(=O)[C@H]3CC[C@@H]12
26.2%[13.1 µM]	1.2%[10.1 µM]	C=CC[C@@H]1C=C[C@H](O/N=C(\C)CCN2CCc3nc(CC)c(CC)cc3C2)[C@H](CO)O1
15.4%[13.1 µM]	1.4%[10.1 µM]	CCCCCCC#CC1C=CC(OC(C)=O)C(COC(C)=O)O1 (centres undefined)
4.8%[13.1 µM]	1.1%[10.1 µM]	CCCNC(=O)OC[C@H]1O[C@@H](CCO/N=C2/[C@H]3O[C@@H]3[C@@H](O)[C@H]3[C@H]2CCn2c(=O)n(-c4ccccc4)c(=O)n23)C=C[C@@H]1Oc1ccc(OC)cc1
-13.3%[13.1 µM]	?	O=C1C2=CC[C@H]3C(=O)N(C4CCCCC4)C(=O)[C@@H]3[C@@H]2[C@H](O)[C@@H]2O[C@H]12
1.3%[13.1 µM]	0.0%[10.1 µM]	COC(=O)NC/C=C\c1nc(CCCO)co1

# A second format for 4 compounds above.
C#CCCCO/N=C1/C[C@@H](O)[C@@H](O)[C@@H]2[C@@H]3C(=O)N(C4CCCCC4)C(=O)[C@H]3CC[C@@H]12
  CBFb-RUNX1 inh: 12.0%[13.1 µM]	Epigenetic derep: 0.0%[10.1 µM]
CCN(CC)C[C@@H](O)CN1CCCCc2nc(C)c(C)cc21
  CBFb-RUNX1 inh: 3.7%[13.1 µM]	Epigenetic derep: 0.0%[10.1 µM]
CCOC(=O)CCN1C(=O)[C@H]2[C@H]3[C@H](O)[C@H](O)C/C(=N/NC(=O)OCC)[C@@H]3CC[C@@H]2C1=O
  CBFb-RUNX1 inh: 15.8%[13.1 µM]	Epigenetic derep: 2.2%[10.1 µM]
CSCC[C@@H]1NC(=O)C/C=C\[C@@H](C)COC(=O)[C@@H](CCSC)NC(=O)C/C=C\[C@@H](C)COC1=O
  CBFb-RUNX1 inh: 12.2%[13.1 µM]	Epigenetic derep: 1.1%[10.1 µM]

# These rows are one share of the data, so the mix of outcomes need not match the whole.
